Rat MKP-3 inhibitors: inhibition of rat DUSP6 enzyme activity – biochemical, in vitro, primary screen (AID 425). recombinant MKP-3 phosphatase activity, fluorescence; higher % means a stronger effect. inhibition, % at 20 µM; hits with a dose series show IC50 in µM. hit rate 0.17% among 110,000; in the data active = inhibition above about 50%;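 also: plate controls were vehicle for no effect and reference inhibitor for full effect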
Hsp70 displacement: small molecules displacing fluorescent ligand from Hsp70 – biochemical, fluorescence polarization, primary screen (AID 583) | Hsp70 fluorescence polarization probe displacement, mP; higher % means a stronger effect | one-dose displacement, % at 20 µM; IC50 in µM for titrated hits | hit rate 0.06% among 140,000; in the data active = displacement above about 50%;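 also: plate controls were vehicle for no effect and reference ligand for full effect; a part of the inactive calls stands beside numbers as strong as those of hits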
Numbers without * were called inactive; . = no result given; & = joins results of further samples.

#	structure	Rat MKP-3 inhibitors	Hsp70 displacement
1	COc1ccc(-c2csc(Nc3ccccc3)n2)cc1	0%	-0.9%
2	CCOC(=O)Oc1ccc2c(=O)c(Oc3ccccc3Br)coc2c1	0%	0.1%
3	O=C(c1cccc(C(=O)N2CCCc3ccccc32)c1)N1CCCc2ccccc21	-2%	-0.2%
4	Cc1ccc(CNC(=O)c2ccccc2NS(C)(=O)=O)cc1	-10%	-2.1%
5	COc1ccc(N2C(N)=NC(N)=NC2(C)C)cc1	.	-3.1%
6	CC(=O)Nc1sc2c(c1C(c1cccs1)N1CCOCC1)CCCC2 (stereo not drawn)	2%	4.3%
7	CCOc1cc(N2CCOCC2)c(OCC)cc1NC(=O)COc1ncnc2ccccc12	.	7.1%
8	CCOC(=O)C1C(=O)N(C(=O)c2ccc(OC)cc2)CC1c1ccccc1 (stereo not drawn)	-12%	0.3%
9	c1csc(-c2ncc3ccccn23)c1	-16%	8.9%
10	CC(=O)c1cccc(NC2C=CS(=O)(=O)C2)c1 (stereo not drawn)	3%	4.8%
11	O=C(CSc1nnc(-c2ccccc2O)o1)N1CCc2ccccc2C1	1%	-0.5%
12	O=C(Nc1nc2ccc(Cl)cc2s1)c1ccc(Br)s1	5%	0.2%
13	COc1cc(C=C2C(=O)NC(=O)NC2=O)cc(Cl)c1OC(C)C	2%	1.9%
14	Cc1noc(C)c1CSc1nc2ccccc2nc1NS(=O)(=O)c1ccc(Cl)cc1	1%	-1.8%
15	c1ccc2c(NCC3CCCO3)nc(-c3ccncc3)nc2c1 (stereo not drawn)	-7%	-2.3%
16	O=[N+]([O-])c1ccc(NC(=S)Nc2ccc(F)cc2)c(O)c1	0%	0.2%
17	CCCOc1ccc(N2C(=O)CC(N3CCCC(C(=O)N4CCCC4)C3)C2=O)cc1 (stereo not drawn)	0%	-1.2%
18	O=C(Nc1ccccc1C(=O)NC(Cc1ccc(O)cc1)C(=O)O)c1ccccc1 (stereo not drawn)	4%	4.4%
19	c1csc(-c2csc(-c3nc(-c4cccs4)cs3)n2)c1	3%	-2.8%
20	COc1ccc(-c2cc(-c3ccccc3)nc(N/N=C/c3ccc(O)c(C)c3O)n2)cc1	1%	0.7%

Next records:
#	structure	Rat MKP-3 inhibitors	Hsp70 displacement
21	COCCN(Cc1cc2ccc(C)cc2n2nnnc12)Cc1nnnn1C(C)(C)C	.	-1.2%
22	CC1(C)CC2CC(C)(CN2C(=O)C23CCC(C)(C(=O)O2)C3(C)C)C1 (stereo not drawn)	-3%	7.3%
23	CC(C)=CC/C=C1\CCC2C(=O)N(c3ccccc3)C(=O)C2C1 (stereo not drawn)	0%	-2.0%
24	O=C(NCCCNc1ccc([N+](=O)[O-])cc1)c1cccc(Br)c1	4%	-2.0%
25	CN(C)c1nc(OCCNC(=O)COc2ccc(Cl)cc2Cl)nc(N2CCOCC2)n1	-12%	1.4%
26	O=C(Oc1ccc(/C=N/NC(=O)C(O)c2ccccc2)cc1)c1cccs1 (stereo not drawn)	0%	-3.9%
27	Cc1nc2cc(N=Cc3ccccc3O)ccc2n1C	0%	1.5%
28	O=C(NCCN1CCOCC1)c1ccc2c(c1)N(Cc1ccc(F)cc1)C(=O)CS2	-10%	4.7%
29	CC(=O)Nc1cc([N+](=O)[O-])ccc1Nc1ccccc1	0%	1.6%
30	CNc1ccccc1-n1ccc(-c2ccccc2)n1	0%	-4.1%
31	COC(=O)/C=C1/N/C(=N/c2nc3ccccc3s2)NC1=O	2%	-3.7%
32	COc1cc(C2=NOC(C(=O)NC3CCCCC3)C2)cc(OC)c1OC (stereo not drawn)	-1%	-3.6%
33	Cc1cc(C(=O)OCC(=O)NCc2ccco2)c(C)n1-c1ccc(F)cc1	2%	-0.3%
34	COc1cccc(NC(=O)C2c3ccccc3Oc3ccccc32)c1	-4%	4.7%
35	CCN(CC)CCNC(=O)Cn1cnc2sc(C)c(S(=O)(=O)N3CCOCC3)c2c1=O	3%	0.0%
36	O=C(CSc1nnc(CSc2nc3ccccc3s2)o1)NC1CCCCC1	-2%	0.0%
37	COc1cc2c(cc1OC)C(C)N(C(=O)c1cc3ccccc3o1)CC2 (stereo not drawn)	-10%	0.6%
38	NC(=O)c1c(NC(=O)c2cc3cc(Br)ccc3oc2=O)sc2c1CCCC2	2%	0.9%
39	O=C(NCc1ccco1)c1ccc2nc3sc4c(c3c(=O)n2c1)CCCC4	11%	2.7%
40	O=C(O)CN1CCN(Cc2ccc(F)cc2Cl)C1=O	3%	-4.0%

The list goes on:
#	structure	Rat MKP-3 inhibitors	Hsp70 displacement
41	O=C(NC(NC(=O)c1ccco1)c1ccc(Br)cc1)c1ccco1	2%	-5.8%
42	COc1ccc(NC(=O)c2ccccc2N)cc1	-2%	0.4%
43	O=C(COC(=O)C1CC(=O)N(c2ccc3c(c2)OCCO3)C1)NC1CCCc2ccccc21 (stereo not drawn)	-6%	3.8%
44	Cc1cc(NC(=O)c2ccco2)ncc1NC(=O)CCc1ccccc1	0%	-1.5%
45	CCc1ccccc1NC1=NS(=O)(=O)c2cc([N+](=O)[O-])ccc21	4%	-2.7%
46	O=C(/C=C/c1ccc(F)cc1)NC(=S)Nc1cccc(O)c1	0%	3.5%
47	NC(=O)c1cc(S(=O)(=O)Nc2cccc(F)c2)co1	4%	2.7%
48	CC1(C)CC(=NOC(=O)N2c3ccccc3C=Cc3ccccc32)CC(C)(C)N1	1%	4.5%
49	FC(F)(F)c1ccc2nnc(-c3cccc(OCc4ccccc4)c3)n2c1	28%	16%
50	CCCCOc1ccc(Cc2c(O)nc(N)[nH]c2=O)cc1	-2%	0.6%
51	CC(=O)N1C(=O)N(C)C2C1N(C)C(=O)N2C(C)=O (stereo not drawn)	0%	.
52	CCCC(=O)Nc1c(C(=O)OCC)[nH]c2ccccc12	2%	5.0%
53	CCCCc1nc(NCCN)c(C#N)c2c1CSC(C)(C)C2	.	-0.2%
54	COc1cc(C2/C(=C(\O)c3ccc(C)cc3)C(=O)C(=O)N2CCCC(=O)O)ccc1O (stereo not drawn)	2%	-0.1%
55	CCOc1cc(/C=C2/C(=O)NC(=O)N(C)C2=O)cc(I)c1O	3%	3.0%
56	CCOC(=O)C1=C(C)N=c2s/c(=C\c3ccc(I)cc3)c(=O)n2C1c1ccc(O)cc1 (stereo not drawn)	0%	-1.5%
57	CCOc1ccc(NC(=O)C2=C(C)NC(=O)NC2c2cc(OC)ccc2OC)cc1 (stereo not drawn)	3%	0.4%
58	Cc1ccc(-n2c(SCc3nnc4n3CCC4)nnc2-c2ccccc2)cc1	.	3.6%
59	N#Cc1c(-c2ccco2)cc(C2CC2)nc1N	-2%	0.4%
60	Cc1ccc(Br)cc1S(=O)(=O)N1CCC(C)CC1	2%	7.2%

More entries follow.
#	structure	Rat MKP-3 inhibitors	Hsp70 displacement
61	COC(CNC(=O)c1ccc(Cn2c(=S)[nH]c3cc4c(cc3c2=O)OCO4)cc1)OC	.	-1.0%
62	CC(C)c1ccc(NC(=O)c2cccnc2)cc1	-7%&0%	-1.4%&-0.7%
63	CCC1CCc2c(sc(N)c2C(N)=O)C1 (stereo not drawn)	.	1.2%
64	CC(NC(=O)c1cccc(F)c1)C1CC1 (stereo not drawn)	-2%	3.8%
65	CCCC(=Nc1cccc([N+](=O)[O-])c1)C1=C(O)CC(C)(C)CC1=O	2%	-3.1%
66	Cc1ccc(CNC(=O)CN(c2cccc(Cl)c2)S(=O)(=O)c2ccccc2)cc1	-1%	2.0%
67	CC(C)C(=O)Nc1cccc(NC(=O)c2cc3ccccc3o2)c1	-5%	-1.3%
68	O=C(CCc1ccccc1)NNC(=O)c1ccc(Cl)cc1Cl	1%	-1.5%
69	COC(=O)c1ccc(-c2nc(O)c3cnccn23)cc1	-10%	8.0%
70	CCc1ccccc1NC(=O)CC1S/C(=N\c2nccs2)N(CC)C1=O (stereo not drawn)	-19%	0.2%
71	Cc1ccccc1-c1nnc(SCC(=O)Nc2c(C)n(C)n(-c3ccccc3)c2=O)o1	.	3.6%
72	Cc1ccc(NC(=O)CN(c2ccc(C(C)C)cc2)S(=O)(=O)c2ccccc2)c(C)c1	0%	-5.0%
73	NC(=O)c1cccc(N=Cc2c(O)ccc3ccccc23)c1	4%	0.9%
74	O=C(Nc1ccccc1C(F)(F)F)NC1CCCCC1	.	-0.1%
75	c1cc2c(c(NCc3ccncc3)c1)CCCC2	-5%&3%	2.1%&1.8%
76	COc1ccc(C)cc1NC(=O)CSc1nnc(COc2ccccc2)n1Cc1ccco1	-4%	1.4%
77	C=CCn1c(SCC(=O)c2cccs2)nc2sc(C)c(C)c2c1=O	.	0.5%
78	COc1ccccc1CN1CCN(Cc2ccc([N+](=O)[O-])cc2)CC1	3%	-0.4%
79	CC(C)(CS(=O)(=O)[O-])NC(=O)CC[N+](C)(C)CCO	.	-0.2%
80	N#CCCN(CCC#N)C(=O)c1ccc2c(c1)OCO2	-2%	0.0%

Following part.
#	structure	Rat MKP-3 inhibitors	Hsp70 displacement
81	O=C(O)Cc1c[nH]c2ccc(O)cc12	-3%	6.4%
82	COc1cc(OC)cc(-c2n[nH]c(=S)n2-c2cc(OC)ccc2OC)c1	.	-0.1%
83	CS(=O)(=O)N(CC(O)Cn1c2ccccc2c2ccccc21)c1ccccc1 (stereo not drawn)	-6%&2%	-2.8%&-1.3%
84	CCCCNC(=O)CC1N=C2c3ccccc3N=C(SCC(=O)Nc3cccc(OC)c3)N2C1=O (stereo not drawn)	2%	5.5%
85	CCC(CC)C(=O)OCC(=O)NC12CC3CC(CC(C3)C1)C2	.	-2.3%
86	O=C1c2ccccc2C(=O)N1CSc1nnc2c3ccccc3n(CCc3ccccc3)c2n1	.	0.4%
87	O=C(CCSc1nccn1Cc1ccccc1)N1CCOCC1	-7%	4.3%
88	CC1CCc2c(sc3nc(SCc4nc(-c5ccccc5)no4)n(C)c(=O)c23)C1 (stereo not drawn)	-8%	-0.7%
89	Cc1noc(C)c1S(=O)(=O)N(CC(=O)Nc1ccc2c(c1)OCCO2)c1ccc(C(C)C)cc1	-16%	-1.1%
90	Cc1cc(C)n(C(=O)c2ccc(C)c(S(=O)(=O)N3CCOCC3)c2)n1	-15%	-0.2%
91	COc1ccc(CC(=O)NNC(=O)c2ccc(Cl)cc2)cc1	3%	-1.5%
92	Cc1ccc(N(Cc2ccc(C(=O)Nc3ccccc3C(=O)NCc3ccco3)cc2)S(C)(=O)=O)cc1C	.	-2.0%
93	CN1C(=O)c2cccc(NCCCN3C(=O)c4ccccc4C3=O)c2C1=O	3%	-23%
94	COC(=O)c1ccc(-n2nnnc2SCc2ccccc2OC)cc1	-11%	-2.7%
95	Oc1ccc(-c2n[nH]c(=S)n2Cc2ccco2)cc1	.	2.5%
96	COc1ccc(NC(=O)CCS(=O)(=O)c2ccc3c(c2)CCCN3C(C)=O)cc1Cl	.	1.2%
97	COc1ccc(/C(O)=C2/C(=O)C(=O)N(CCCCCC(=O)O)C2c2ccc(OC)c(OC)c2)cc1 (stereo not drawn)	3%	-0.7%
98	COc1ccccc1N=Cc1c(O)c(C(=O)Nc2ccccc2)cc2ccccc12	-1%	83%
99	O=C(CN1C(=O)COc2ccccc21)NCCCN1CCc2ccccc2C1	2%	2.7%
100	Cc1nnc2n(-c3ccccc3)c(=O)c3c4c(sc3n12)COC(C(C)C)C4 (stereo not drawn)	-10%	-0.6%

Compound profiles, from the list above.
`COCCN(Cc1cc2ccc(C)cc2n2nnnc12)Cc1nnnn1C(C)(C)C` is listed with Rat MKP-3 inhibitors: .; Hsp70 displacement: -1.2%
`Cc1ccc(N(Cc2ccc(C(=O)Nc3ccccc3C(=O)NCc3ccco3)cc2)S(C)(=O)=O)cc1C` is listed with Rat MKP-3 inhibitors: .; Hsp70 displacement: -2.0%
`CCc1ccccc1NC1=NS(=O)(=O)c2cc([N+](=O)[O-])ccc21` is listed with Rat MKP-3 inhibitors: 4%; Hsp70 displacement: -2.7%

Additional entries
#	structure	Rat MKP-3 inhibitors	Hsp70 displacement
101	Cn1c(=O)c2c(ncn2Cc2cc(-c3ccccc3)no2)n(C)c1=O	0%	1.7%
102	CC1=C(C(=O)OC(C)C)C(c2ccccc2F)CC(=O)N1 (stereo not drawn)	5%	-2.6%
103	Cc1cc(C)c(NC(=O)C(C)SCC(=O)Nc2ccccc2)c(C)c1 (stereo not drawn)	5%	7.9%
104	CC1CCc2cc(F)cc3c(O)c(C(=O)Nc4cnccn4)c(=O)n1c23 (stereo not drawn)	-6%	4.2%
105	Cc1ccc2[nH]c(=O)c(-c3nc4c(C)cccn4c3NCc3ccco3)cc2c1	2%	0.6%
106	COc1ccc(N(CC(=O)Nc2cc(C(=O)O)ccc2C)S(=O)(=O)c2c(C)noc2C)cc1	2%	-2.0%
107	CCC/C(=C1/C(=O)CC(C)(C)C(C(=O)OC)C1=O)N1CCCC1 (stereo not drawn)	-5%	-3.9%
108	Cc1cc(C)nc(N2CCC(C(=O)O)CC2)n1	-8%	8.8%
109	Cc1cc(C)c(S(=O)(=O)NCc2ccncc2)c(C)c1	-1%	-1.6%&-3.4%
110	O=C(Nc1c(C(=O)NCc2ccco2)cnn1-c1ccccc1)c1ccc(F)cc1	1%	0.0%

Retrieved by structure from the list above, six records:
#	structure	Rat MKP-3 inhibitors	Hsp70 displacement
104	CC1CCc2cc(F)cc3c(O)c(C(=O)Nc4cnccn4)c(=O)n1c23 (stereo not drawn)	-6%	4.2%
105	Cc1ccc2[nH]c(=O)c(-c3nc4c(C)cccn4c3NCc3ccco3)cc2c1	2%	0.6%
101	Cn1c(=O)c2c(ncn2Cc2cc(-c3ccccc3)no2)n(C)c1=O	0%	1.7%
103	Cc1cc(C)c(NC(=O)C(C)SCC(=O)Nc2ccccc2)c(C)c1 (stereo not drawn)	5%	7.9%
107	CCC/C(=C1/C(=O)CC(C)(C)C(C(=O)OC)C1=O)N1CCCC1 (stereo not drawn)	-5%	-3.9%
102	CC1=C(C(=O)OC(C)C)C(c2ccccc2F)CC(=O)N1 (stereo not drawn)	5%	-2.6%

Assay outcomes: PubChem BioAssay, Sanford-Burnham Center for Chemical Genomics

A portion of the library; rates above refer to the full screens.
